From PubChem
IDE act – boosts human insulin-degrading enzyme activity in HEK cells. P14735. FAbeta-B cleavage, fluorescence polarization; 0% vehicle, 100% cell-free pure enzyme wells. 340,000 tested, 0.073% active. activation, % at 5.96 µM;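 active = activation above the mean of all tested compounds plus 3 SD, set per screening campaign, cut at about 17% in these data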
PHOSPHO1 block – inhibitors of human PHOSPHO1 phosphatase. recombinant PHOSPHO1, absorbance phosphatase assay. Q8TCT1. 290,000 tested, 1.1% active. inhibition, % at 13.3 µM; in the data active = inhibition above about 60%
pCIP destab – compounds decreasing mouse p/CIP protein stability; Q05BA5; F442A p/CIP-EGFP cells, EGFP fluorescence, 16 h; decrease of EGFP signal, % at 10 µM; 290,000 tested, 0.01% active; AID 1984;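 active = EGFP signal decrease of at least 30% at 10 µM or well 3 SD below plate mean, unless failing retest; inactive = the rest, including hits failing retest or dose response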; note: some compounds called inactive have numbers as strong as hits; many of its hits are not listed in these tables
CRFBP-R2 block – antagonists of CRF-binding protein/CRF-R2 receptor complex; inhibition, % at 11.8 µM; 350,000 tested, 0.59% active; HEK293 CRF-R2/CRF-BP, CRF-induced calcium fluorescence;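 active = inhibition of the ligand-induced calcium signal above about 50% at the single tested concentration, limit read from the data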
GalR3 antagonist – antagonists of human GalR3. inhibition, % at 3 µM. 360,000 tested, 0.44% active. HEK293 GalR3-CNG cAMP membrane potential fluorescence; galR3 body fused to GalR1 C-terminus. O60755;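 active = inhibition above the screen-wide average plus 3 SD, cut at about 13% in these data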;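 note: forskolin and galanin both at EC90 stimulate the cells; cAMP rise reported by CNG channel membrane potential dye signal; 0% = forskolin plus galanin with DMSO and 100% = forskolin alone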
Target sequence (O60755 1-299 limits assumed): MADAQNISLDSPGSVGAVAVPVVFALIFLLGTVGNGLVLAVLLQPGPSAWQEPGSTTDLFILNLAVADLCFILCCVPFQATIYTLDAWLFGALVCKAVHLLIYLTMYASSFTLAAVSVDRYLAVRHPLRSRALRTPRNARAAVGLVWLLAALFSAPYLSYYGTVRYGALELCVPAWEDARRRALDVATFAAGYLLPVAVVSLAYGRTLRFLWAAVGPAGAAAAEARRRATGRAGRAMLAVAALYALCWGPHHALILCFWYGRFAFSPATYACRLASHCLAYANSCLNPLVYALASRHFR
MEKK3 PB1 HTS – modulators (inhibitors or enhancers) of MEK5 binding to human MEKK3 PB1 domain. bead-based flow cytometry, Alexa488-MEK5 binding to MEKK3; actives lie on both sides; 0 = blocked by unlabeled MEK5, 100 = vehicle. binding response (% of control), % at 10 µM. 290,000 tested, 1.4% active;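 active = binding response more than 3 SD above or below the average of its plate-row segment, actives on both sides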;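 note: Alexa488 bead fluorescence after subtracting the streptavidin-only scavenger bead signal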
Target sequence (Q99759 whole entry, looked up, the tested form may be a part): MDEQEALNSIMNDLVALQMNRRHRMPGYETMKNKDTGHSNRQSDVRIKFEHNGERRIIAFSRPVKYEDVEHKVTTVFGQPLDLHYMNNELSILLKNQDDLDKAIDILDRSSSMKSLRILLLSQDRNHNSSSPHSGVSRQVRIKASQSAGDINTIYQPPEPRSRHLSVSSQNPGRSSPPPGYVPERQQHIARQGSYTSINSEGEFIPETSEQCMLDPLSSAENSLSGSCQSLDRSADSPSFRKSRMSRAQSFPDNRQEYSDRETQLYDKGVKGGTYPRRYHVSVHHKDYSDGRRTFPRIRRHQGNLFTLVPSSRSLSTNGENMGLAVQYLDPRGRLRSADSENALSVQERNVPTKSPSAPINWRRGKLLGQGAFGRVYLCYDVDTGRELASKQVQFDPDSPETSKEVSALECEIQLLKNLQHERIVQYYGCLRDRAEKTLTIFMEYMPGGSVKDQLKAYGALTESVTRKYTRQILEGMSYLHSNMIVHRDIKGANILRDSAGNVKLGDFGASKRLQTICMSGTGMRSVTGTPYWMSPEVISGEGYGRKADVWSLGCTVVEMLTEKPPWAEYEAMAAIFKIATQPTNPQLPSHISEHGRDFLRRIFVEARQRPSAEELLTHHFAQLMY
IDE inh – inhibits human insulin-degrading enzyme in HEK cells. P14735. FAbetaB cleavage, fluorescence polarization. inhibition, % at 5.59 µM. 320,000 tested, 0.41% active;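 active = percent inhibition above the average of all tested compounds plus 3 SD, set per screening campaign, cut at about 16% in these data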;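 note: IDE supplied by intact live HEK cells; FP after avidin binding of uncleaved biotin substrate so inhibition keeps polarization high; 0% = DMSO wells and 100% = 60 µM reference IDE inhibitor Ii1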
M4 PAM – potentiates acetylcholine response at human M4 receptor | P08173 | CHO-K1 hM4/Gqi5, Fluo-8 calcium fluorescence, ACh EC20; 0% = ACh EC20, 100% = maximal ACh | activation, % at 3 µM | 360,000 tested, 0.4% active | AID 624126;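 active = activation above its plate's cutoff, the mean activation of sample wells plus 3 SD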; note: some results filed as inactive read as strong as hits
CRFR2-BP ag – agonists of human CRF-binding protein/CRF-R2 receptor complex | activation, % at 13.2 µM | 350,000 tested, 0.46% active | AID 588473 | HEK293 CRF-R2/CRF-BP, calcium dye fluorescence (FLIPR); percent of saturating CRF peptide response;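 active = activation of at least 50%, plus an integration ratio under a set limit after plate pattern correction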;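 note: plate controls were neutral control wells without compound for no effect and CRF at EC100 for full effect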
An asterisk follows results filed as active; x = no result given.

1	Cn1nnnc1SCC(=O)N1CCN(S(=O)(=O)c2ccc(Cl)cc2)CC1
2	O=C(c1ccccc1NS(=O)(=O)c1ccc(Br)s1)N1CCOCC1
3	Cc1ccc(OCC(=O)NCCNC(=O)c2cnccn2)cc1
4	OCC1CCCN(c2nc(CN3CCCCC3)nc3scc(-c4ccccc4)c23)C1 (stereo unspecified)
5	Cc1c(C(=O)Nc2ccncc2)oc2c1C(=O)CC(C)(C)C2
6	CCOc1ccccc1NC(=O)c1ccccc1NC(=O)c1ccco1
assay / entry	1	2	3	4	5	6
IDE act	-4	4	3	5	2	3
PHOSPHO1 block	43	-8	36	-9	10	14
pCIP destab	-4	6	6	9	3	7
CRFBP-R2 block	2	-8	1	3	-11	11
GalR3 antagonist	-5	-3	-7	-12	-5	-8
MEKK3 PB1 HTS	101	101	103	102	103	101
IDE inh	0	4	-7	3	0	2
M4 PAM	0	2	-4	-17	-6	10
CRFR2-BP ag	0.2	-0.8	-0.4	-2.2	-0.1	1.4

The list goes on (four carried over from the part before).
3	Cc1ccc(OCC(=O)NCCNC(=O)c2cnccn2)cc1
4	OCC1CCCN(c2nc(CN3CCCCC3)nc3scc(-c4ccccc4)c23)C1 (stereo unspecified)
5	Cc1c(C(=O)Nc2ccncc2)oc2c1C(=O)CC(C)(C)C2
6	CCOc1ccccc1NC(=O)c1ccccc1NC(=O)c1ccco1
7	CCCN1C2CCCC1CC(NC(=O)c1ccc(C(C)(C)C)cc1)C2 (stereo unspecified)
8	CCc1ccccc1OCC(=O)Nc1ccc2c(c1)OCCO2
9	CC1=C(C(N)=O)C(c2ccccc2)n2nc(-c3cccs3)nc2N1 (stereo unspecified)
10	COc1cccc(C2=NN(C(=O)CCCC(=O)O)C(c3cccs3)C2)c1 (stereo unspecified)
11	CC1=C(c2ccccc2)SC2=NCCN21
12	Cc1cc(C(=O)N2CCN(Cc3ccccc3)CC2)ccc1[N+](=O)[O-]
assay / entry	3	4	5	6	7	8	9	10	11	12
IDE act	3	5	2	3	4	0	8	-4	5	-3
PHOSPHO1 block	36	-9	10	14	25	11	5	20	35	3
pCIP destab	6	9	3	7	-14	9	-3	-8	-5	-1
CRFBP-R2 block	1	3	-11	11	2	-10	-1	1	24	14
GalR3 antagonist	-7	-12	-5	-8	-12	-2	4	-1	-10	-4
MEKK3 PB1 HTS	103	102	103	101	103	102	93	108	107	100
IDE inh	-7	3	0	2	x	5	-2	-5	x	2
M4 PAM	-4	-17	-6	10	-5	-3	11	2	-12	1
CRFR2-BP ag	-0.4	-2.2	-0.1	1.4	-1.8	0.9	2.1	-4.5	2.0	0.8

13	CCOC(=O)Nc1ccccc1N1C(=O)c2ccccc2C1=O
14	COc1cccc(NC(=O)Nc2ccc(C(C)(C)C)cc2)c1
15	CC(NC(=O)COC(=O)CN1C(=O)NC2(CCCC2)C1=O)c1ccc(F)cc1 (stereo unspecified)
16	O=C(Nc1nc2ccsc2c(=O)s1)c1ccco1
17	O=C(CCC(=O)N(c1ccccc1)C(C(=O)NC1CCCC1)c1ccncc1)Nc1cccnc1 (stereo unspecified)
18	CC(=O)Nc1cccc(-c2nnc(SCc3ccccc3C#N)n2C)c1
assay / entry	13	14	15	16	17	18
IDE act	3	2	-3	x	3	3
PHOSPHO1 block	-25	16	x	-11	19	-47
pCIP destab	7	-16	x	-9	-1	-3
CRFBP-R2 block	-12	-33	11	-5	11	-28
GalR3 antagonist	-2	-6	0	-2	-2	-9
MEKK3 PB1 HTS	104	108	x	80	106	96
IDE inh	-2	x	x	2	0	6
M4 PAM	9	-18	2	-4	9	0
CRFR2-BP ag	-0.3	2.5	0.0	-2.3	-1.8	-0.9

From entry 14 to 15, as listed above:
14	COc1cccc(NC(=O)Nc2ccc(C(C)(C)C)cc2)c1
15	CC(NC(=O)COC(=O)CN1C(=O)NC2(CCCC2)C1=O)c1ccc(F)cc1 (stereo unspecified)
assay / entry	14	15
IDE act	2	-3
PHOSPHO1 block	16	x
pCIP destab	-16	x
CRFBP-R2 block	-33	11
GalR3 antagonist	-6	0
MEKK3 PB1 HTS	108	x
IDE inh	x	x
M4 PAM	-18	2
CRFR2-BP ag	2.5	0.0

Next compounds follow.
19	COc1cccc2c(=O)c3c(cnn3C)n(C)c12
20	CCNC(=S)Nc1cc(C)ccn1
21	c1cnn(-c2cc(N3CCOCC3)ncn2)c1
22	Cc1cccc(NC(=O)CN(C)C(=O)c2ccc(N3CCCCCC3)c([N+](=O)[O-])c2)c1C
23	O=C(c1cc2c(F)cccc2s1)N1CCCC1
24	CN1C(=O)NC(NC(=O)c2cccs2)(C(F)(F)F)C1=O (stereo unspecified)
assay / entry	19	20	21	22	23	24
IDE act	-5	2	4	-3	-3	3
PHOSPHO1 block	41	-5	-11	x	44	-18
pCIP destab	-4	-2	8	x	-4	-9
CRFBP-R2 block	-9	-15	-13	20	3	-4
GalR3 antagonist	3	4	-5	-5	-7	-4
MEKK3 PB1 HTS	x	114	101	x	93	95
IDE inh	3	2	2	5	-2	2
M4 PAM	-6	4	5	-7	-2	-4
CRFR2-BP ag	-2.7	-0.6	1.1	-0.3	1.0	-0.4

25	Cc1onc(-c2c(F)cccc2Cl)c1C(=O)N=C(N)N1CCCC1
26	Cc1cccc(N2CCc3c2nc2ccc(Br)cc2c3N)c1
27	O=C(c1ccccc1)c1ccccc1N1C(=O)C=CC1=O
28	CC1Cc2ccccc2N1C(=O)c1ccc2snnc2c1 (stereo unspecified)
29	COCCNS(=O)(=O)c1ccc(SC)cc1
30	COc1ccc(NC(=O)c2oc3ccccc3c2NC(=O)C2CC2)cc1
assay / entry	25	26	27	28	29	30
IDE act	5	0	-18	-2	1	-8
PHOSPHO1 block	17	1	25	-22	0	6
pCIP destab	-16	-5	-6	4	0	-5
CRFBP-R2 block	29	-35	5	20	10	-11
GalR3 antagonist	1	-12	-4	-9	-8	-4
MEKK3 PB1 HTS	87	124*	94	103	114	101
IDE inh	1	10	0	-1	3	-1
M4 PAM	-6	8	-41	-2	-2	8
CRFR2-BP ag	-1.5	2.9	-0.3	-3.0	0.0	-0.7

31	O=S(=O)(NC(=S)NC1CCCCC1)c1ccc(Br)cc1
32	O=C(O)C1CC=CCC1C(=O)NCCc1ccccc1 (stereo unspecified)
33	COc1ccc(NC2CCCN(C(=O)CCC3=NNC(=O)CC3)C2)cc1 (stereo unspecified)
34	O=C(CCc1ccccc1)Nc1cc(NC(=O)CCc2ccccc2)cc(C(=O)O)c1
35	Cc1cccc[n+]1C1C(c2ccc([N+](=O)[O-])cc2)C(C#N)=C(C(=C=[N-])C#N)NC1(O)C1CC1 (stereo unspecified)
36	O=C(CN1CCCCC1)Nc1ccccc1C(=O)NC1CC1
assay / entry	31	32	33	34	35	36
IDE act	4	5	1	2	-4	5
PHOSPHO1 block	23	6	31	12	-16	x
pCIP destab	-15	1	-7	-14	-10	x
CRFBP-R2 block	56*	2	-4	8	0	-8
GalR3 antagonist	-4	-3	-2	-5	-3	-3
MEKK3 PB1 HTS	98	100	98	96	56	x
IDE inh	-7	-2	1	-6	0	x
M4 PAM	-3	4	-1	4	-2	6
CRFR2-BP ag	-0.3	2.9	-1.7	-0.8	2.5	-0.7

37	COc1cccc(CC(=O)Nn2c(C)nc3ccccc3c2=O)c1
38	Cc1cc2nccc(-c3cccnc3)n2n1
39	CC(=O)NCCNC(=O)c1cccc(NS(=O)(=O)c2ccc3c(c2)OCCO3)c1
40	COCC(=O)N(c1ccccc1)C(C)C(=O)OC (stereo unspecified)
41	Cc1nnc(NC(=O)c2ccc3ccccc3c2)o1
42	CN1C(=O)C(O)(CC(=O)/C=C\c2ccc3c(c2)OCO3)c2ccccc21 (stereo unspecified)
assay / entry	37	38	39	40	41	42
IDE act	5	4	3	2	0	x
PHOSPHO1 block	0	-41	x	15	-7	28
pCIP destab	4	-3	x	-2	0	-10
CRFBP-R2 block	2	1	7	1	-15	-10
GalR3 antagonist	-5	1	-2	-4	-1	0
MEKK3 PB1 HTS	100	98	x	100	102	93
IDE inh	3	-5	5	2	1	-6
M4 PAM	1	10	8	2	9	5
CRFR2-BP ag	0.1	-2.1	-0.8	-2.0	-1.9	0.4

Individual results from the entries so far.
For MEKK3 PB1 HTS, entry 37 reads 100
For IDE inh, entry 39 reads 5
For CRFR2-BP ag, entry 38 reads -2.1
For MEKK3 PB1 HTS, entry 41 reads 102
For PHOSPHO1 block, entry 42 reads 28

The results go on.
43	O=C1C=CC(=O)N1CCNc1ncc(C(F)(F)F)cc1Cl
44	CCCCN1C(=O)CCC(C(=O)O)C1c1ccc([N+](=O)[O-])cc1 (stereo unspecified)
45	COc1cc2[nH]c(=O)n(CCCCCC(=O)NCCCN3CCC(C)CC3)c(=O)c2cc1OC
46	CCOC(=O)CCCNC(=O)COC(=O)c1cc(C)cc(C)c1
47	O=C(CSc1nc(O)cc(=O)[nH]1)Nc1ccc2c(c1)CCC2
48	CCCCc1nc2cc(C(=O)NCCc3c(C)n[nH]c3C)ccc2o1
assay / entry	43	44	45	46	47	48
IDE act	-46	1	4	0	-4	-3
PHOSPHO1 block	8	42	-20	-14	56	25
pCIP destab	-13	-2	2	9	-1	-4
CRFBP-R2 block	29	-3	-5	13	-8	2
GalR3 antagonist	6	-8	-4	-2	-2	-3
MEKK3 PB1 HTS	100	102	100	99	102	106
IDE inh	x	-1	2	0	-1	0
M4 PAM	-8	5	-4	2	24	0
CRFR2-BP ag	1.7	-0.5	-0.1	-4.3	-0.8	0.3

49	O=C(NCc1ccco1)C(c1ccccc1)N(CC1CCCO1)C(=O)Cn1nnc2ccccc21 (stereo unspecified)
50	CCC(C)[C@H](NC(=O)NC1CCCc2ccccc21)C(=O)O (stereo partly specified)
51	Cc1ccc(OCC(=O)O/N=C(\N)c2ccncc2)c(C)c1
52	Cc1cccc(NC(=O)CSCC(=O)Nc2ccc(S(=O)(=O)N3CCCCC3)cc2)c1
53	CC(NC(=O)c1cccc(N2CCCC2=O)c1)c1ccc2c(c1)OCCO2 (stereo unspecified)
54	Cc1cc(/C=C(\C#N)C(=O)O)c(C)n1CCC(C)C
assay / entry	49	50	51	52	53	54
IDE act	6	11	3	0	0	-2
PHOSPHO1 block	x	-4	40	x	-4	40
pCIP destab	x	-6	-7	x	0	-11
CRFBP-R2 block	1	16	3	-6	27	8
GalR3 antagonist	1	-4	-9	-1	-2	-2
MEKK3 PB1 HTS	95	98	103	x	93	106
IDE inh	-7	0	5	x	0	0
M4 PAM	1	1	-2	-1	13	18
CRFR2-BP ag	-4.7	-0.7	-0.6	-1.1	-0.1	-0.2

55	CCOc1ccc(OCCC(=O)Nc2ccc(N3CCOCC3)cc2N2CCOCC2)cc1
56	CCC(=O)Nc1ccc(/C=C(\C(C)=O)C(=O)c2ccccc2)cc1
57	CCC(=O)O[C@]1(C(=O)CCl)[C@@H](C)C[C@H]2[C@@H]3CCC4=CC(=O)C=C[C@]4(C)[C@@]3(F)[C@@H](O)C[C@@]21C
58	COC(=O)Nc1c(C)n(C)n(-c2ccccc2)c1=O
59	Cc1cc(C(=O)Oc2cccnc2)ccc1[N+](=O)[O-]
60	Cc1onc(-c2c(F)cccc2Cl)c1C(=O)c1ccccc1O
assay / entry	55	56	57	58	59	60
IDE act	x	8	6	5	3	7
PHOSPHO1 block	x	16	-1	4	16	29
pCIP destab	x	-10	4	-10	-3	-18
CRFBP-R2 block	12	2	-15	3	8	40
GalR3 antagonist	-3	-1	x	3	-1	2
MEKK3 PB1 HTS	x	89	58	101	94	95
IDE inh	x	-2	-1	3	-4	3
M4 PAM	-2	-5	-12	11	-5	-4
CRFR2-BP ag	2.0	-1.8	-0.9	-1.8	1.0	-0.8

Compounds were not picked by outcome; about 4.2% have a hit in one of these screens.
